AmpC inh no detg: inhibitors of E. coli AmpC beta-lactamase without detergent; actives 0.52% (n = 330,000); AID 485341; AmpC nitrocefin hydrolysis, absorbance 480 nm, 0.0001% Triton; Potency, µM (top dose mostly 57.1 µM), without a hit: top-dose activity change, negative = inhibition, actives largely listed as inhibitors; P00811;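 further: potency means the concentration at half of the fitted maximal effect; plate controls were no compound for no effect and no enzyme for full effect; nearly all actives have a fitted effect of over 20% in size; some results filed as inactive show a strong effect at the top dose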
Target sequence (P00811 whole entry, looked up): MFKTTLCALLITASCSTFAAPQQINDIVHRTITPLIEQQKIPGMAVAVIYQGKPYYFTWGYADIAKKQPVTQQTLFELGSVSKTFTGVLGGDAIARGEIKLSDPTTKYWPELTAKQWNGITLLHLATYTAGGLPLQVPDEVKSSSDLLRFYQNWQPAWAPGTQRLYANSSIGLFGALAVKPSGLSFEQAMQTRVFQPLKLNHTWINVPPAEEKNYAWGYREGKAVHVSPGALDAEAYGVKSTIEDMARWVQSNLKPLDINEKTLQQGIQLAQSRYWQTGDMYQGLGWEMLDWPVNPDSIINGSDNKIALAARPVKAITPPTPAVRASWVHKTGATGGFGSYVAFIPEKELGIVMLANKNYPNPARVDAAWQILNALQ
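AmpC (5.3 nM in the dispensed reagent) in 20 mM phosphate pH 7.0 with 0.01% (detergent screen) or 0.0001% Triton X-100 was preincubated with compounds for 15 min at room temperature. Nitrocefin was then added from an 800 uM solution, and hydrolysis was followed at 480 nm.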
TbPYK inhibitor: inhibitors of Trypanosoma brucei pyruvate kinase; Q57TT1; TbPYK enzyme, Kinase-Glo Plus ATP luminescence, 45 min; Potency, µM (top dose mostly 76.8 µM), for the others: at the highest dose activity, negative = inhibition, hits mostly inhibitors; actives 0.12% (n = 410,000); AID 624173; further: potency means the concentration at half of the fitted maximal effect; on the % scale 0 is the no-effect control and ±100 the full control effect; nearly all actives have a fitted effect of over 50% in size
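T. brucei PYK with substrate was exposed to pin-transferred compounds across a concentration series, then started with 130 uM ADP (final). After 45 min at room temperature, Kinase-Glo Plus luminescence was read, normalized and curve-fitted.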
LmPK inhibitor: inhibitors of Leishmania mexicana pyruvate kinase; Q27686; purified LmPK, Kinase-Glo ATP luminescence, 1 h; Potency, µM (highest dose often 57.5 µM), for the others: at the top dose activity change, negative = inhibition, actives largely listed as inhibitors; actives 0.37% (n = 290,000); AID 1721; further: potency means the concentration at half of the fitted maximal effect; on the % scale 0 is the no-effect control and ±100 the full control effect
Target sequence (Q27686 whole entry, looked up): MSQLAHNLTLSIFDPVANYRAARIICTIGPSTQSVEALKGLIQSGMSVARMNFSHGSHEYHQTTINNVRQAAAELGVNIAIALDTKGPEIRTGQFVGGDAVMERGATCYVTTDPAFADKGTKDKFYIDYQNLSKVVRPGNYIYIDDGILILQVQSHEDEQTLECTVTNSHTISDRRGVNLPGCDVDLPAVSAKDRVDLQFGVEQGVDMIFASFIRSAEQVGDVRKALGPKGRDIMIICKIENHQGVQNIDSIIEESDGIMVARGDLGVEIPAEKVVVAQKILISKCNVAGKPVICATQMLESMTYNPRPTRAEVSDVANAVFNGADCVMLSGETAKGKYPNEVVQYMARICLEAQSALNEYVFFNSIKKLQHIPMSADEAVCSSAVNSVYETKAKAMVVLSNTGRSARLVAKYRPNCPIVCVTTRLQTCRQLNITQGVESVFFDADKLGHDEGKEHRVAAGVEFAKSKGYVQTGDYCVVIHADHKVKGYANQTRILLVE
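qHTS format; LmPK 0.1 nM; substrates PEP 0.5 mM and ADP 0.1 mM. One-hour room-temperature incubation, then coupled luciferase luminescence; 0.5 nM enzyme wells mark activation.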
CHX counter: affects cycloheximide protein synthesis inhibition readout, counter-screen; cell reporter, cycloheximide protein synthesis inhibition counterscreen; max response, %; actives 12% (n = 300,000); AID 2314; in the data active means max response mostly above about 13%, no sharp cut-off; inactive means mostly below about 14%; further: read at 38.3 µM for the half of the compounds with a filed dose; 0% is about no effect
Pf growth 48h: inhibits P. falciparum growth in the first generation, 48 h; actives 5.9% (n = 310,000); P. falciparum luciferase growth in erythrocytes, 48 h; Potency, µM (highest dose often 28.7 µM), inactives show at the top dose activity change, negative = inhibition, actives largely listed as inhibitors; AID 504832; further: potency means the concentration at half of the fitted maximal effect; on the % scale 0 is the no-effect control and ±100 the full control effect
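Parasite viability was followed by luminescence of a genomically integrated firefly luciferase. Cultures held 0.1% parasitemia at 2% hematocrit (final), incubated under 5% CO2 at 37 C.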
Shiga inhibitor: Shiga toxin inhibition; Vero cells, Shiga toxin protein synthesis inhibition reporter; actives 9.2% (n = 290,000); inhibition, % at 38.7 µM; in the data active means inhibition mostly above about 28%, no sharp cut-off; inactive means mostly below about 43%; further: 0% is about no effect
Pf growth 96h: P. falciparum growth inhibition at 96 hours; P. falciparum luciferase reporter growth, 96 h; AID 504834; Potency, µM (top dose mostly 28.7 µM), for the others: at the top dose activity change, negative = inhibition, most hits filed as inhibitors; actives 6.9% (n = 320,000); further: potency means the concentration at half of the fitted maximal effect; on the % scale 0 is the no-effect control and ±100 the full control effect
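Readout is luminescence from an integrated firefly luciferase in P. falciparum. Red cells, 2% hematocrit and 0.05% parasitemia final, were cultured with compound through two parasite generations (96 hours) at 37 C, 5% CO2.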
Numbers without * were called inactive; u = inconclusive; x = not tested or not shown; & = joins results of further samples; [ ] = another dose, or the depositor's remark. Unless noted, the call rests on the fitted dose curve; in most records, active means well fitted curve in the direction sought with a large enough effect; inconclusive means small, poorly fitted or top-dose-only effect, or another doubt; inactive means no such curve, though single readings can be large; an effect the other way counts as inactive or inconclusive.

SMILES	AmpC inh no detg	TbPYK inhibitor	LmPK inhibitor	CHX counter	Pf growth 48h	Shiga inhibitor	Pf growth 96h
CC(=O)c1cccc(N(C(=O)c2ccco2)C(C(=O)NC2CCCC2)c2ccccc2F)c1 (stereo not given)	-5%	5%	0%	10	u	30	u
Cc1oc2cc3oc(=O)c(CCC(=O)NCCCn4ccnc4)c(C)c3cc2c1C	137%[activator]	-15%	-3%	7.8*	1%	15	u
Cc1cccc(OCC(=O)NNC(=O)Nc2cccc(Cl)c2)c1C	-13%	2%	-4%	6	3%	-6	23%
COc1cccc(/C(C)=N/N=C(\C)c2cccc(OC)c2)c1	-1%	1%	1%	34*	160%[activator]	39*	1%
CCOc1ccc2[nH]c(=O)c(CN(CCN3CCOCC3)Cc3nnnn3C(C)(C)CC)cc2c1	-5%	5%	-6%	-4	15%	1	-13%
CC(C)(C)c1cc(C(=O)NCCCn2ccnc2)cc(C(C)(C)C)c1	218%[activator]	0%	3%	-2	u	-1	162%[activator]
CCN(CC)C(=O)CSc1nc2c(c(-c3cccnc3)c1C#N)CCCC2	35%	-1%	2%	-6	-17%	-10	7%
CCOc1ccc(N(CC)S(=O)(=O)c2ccc3c(c2)oc(=O)n3C)cc1	32%	-4%	-6%	0	u	14	17%
O=C(OCC#CCSc1nnc(-c2cccc3ccccc23)o1)c1cc2ccccc2o1	-14%&-18%	-1%	x	x	0%	x	16%
CNC1(c2nnnn2-c2c(C)cccc2C)CCOC(C)(C)C1 (stereo not given)	6%	6%	0%	2	-1%	-10	-24%
Cc1cc(C)cc(N2C(=O)C3NN=C(C(=O)OCc4ccccc4)C3C2=O)c1 (stereo not given)	2%	-4%	-2%	-2	-5%	-4	u
COc1cccc(-c2ccc3ncnc(NCc4cc(C)cs4)c3c2)c1	-16%&-38%	-6%	x	x	6.6µM*	x	4.1µM*
CCC(NC(=O)c1cccc(Cn2nc(C)c([N+](=O)[O-])c2C)c1)c1ccc(C(C)C)cc1 (stereo not given)	-6%	4%	4%	-1	x	-9	-18%
CS(=O)(=O)N1CCN(C(=O)COc2ccc3ccccc3c2)CC1	1%	0%	-2%	-3	2.1µM*	7	17%
CC1CC(=O)Nc2ccccc2N1C(=O)CSc1nnnn1C(C)C (stereo not given)	-9%	1%	x	x	-27%	x	-10%
O=c1c2cc(N3CCOCC3)ccc2[nH]c(=S)n1CCc1ccccc1	-34%	2%	9%	14	u	11	u
O=C(Cn1cc(S(=O)(=O)Cc2ccc([N+](=O)[O-])cc2)c2ccccc21)N1CCOCC1	1%	u	-8%	-2	47%[activator]	-5	u
CCOc1cc(CNCCc2ccccc2)ccc1OCC(=O)NC(C)(C)C	21%	-20%	3%	-2	u	-8	0%
COc1ccccc1C(=O)Nc1nsc(-c2ccccc2)n1	-29%	5%	u	49*	-7%	79*	-1%
Cc1[nH]c(=O)nc2c1CCC2	-30%	1%	7%	1	u	-14	8%
NC(=O)CC(NC(=O)c1ccc(Br)cc1)c1ccc(N2CCCCCC2)c([N+](=O)[O-])c1 (stereo not given)	32%	-9%	-3%	2	19%	-1	25%
CSc1ccccc1NC(=S)NCc1ccc(Cl)cc1	-24%	-2%	-4%	37*	-5%	151*	u
COC(=O)C(NC(=O)C(NC(=O)c1ccccc1)C(C)C)C(C)C (stereo not given)	-4%	9%	-5%	1	-9%	-7	15%
COc1ccc(NC(=O)NCc2ccco2)c(OC)c1	-30%	u	6%	-1	32%[activator]	4	8%
COc1ccc(-c2cnn3c(N)c(S(=O)(=O)C(C)(C)C)cnc23)cc1	19%	-21%	3%	32*	43%[activator]	40	31%[activator]
C=CCOc1c(Cl)cc(CNc2ccc(N(C)C)cc2)cc1OC	-5%	-9%	-3%	42*	u	85	u
CCNC(=O)NC(=O)C(C)Oc1ccc(Br)cc1Br (stereo not given)	-1%	2%	-4%	64*	121%[activator]	98*	u
COC(=O)c1cc(Br)c(=O)n(CCN2CCCCC2)c1	-17%	-8%	2%	-3	11%	-9	17%
O=c1[nH]c(=O)c2cc([N+](=O)[O-])cc([N+](=O)[O-])c2[nH]1	-11%	-1%	-1%	5	-18%	-11	-18%
COc1ccc(Cl)cc1NS(=O)(=O)c1cccc(C(=O)NC2CCC(O)CC2)c1 (stereo not given)	-2%	-6%	x	x	-5%	x	-4%

An excerpt from above, showing only LmPK inhibitor, AmpC inh no detg and TbPYK inhibitor:
mol	LmPK inhibitor	AmpC inh no detg	TbPYK inhibitor
CC1CC(=O)Nc2ccccc2N1C(=O)CSc1nnnn1C(C)C (stereo not given)	x	-9%	1%
O=c1c2cc(N3CCOCC3)ccc2[nH]c(=S)n1CCc1ccccc1	9%	-34%	2%
O=C(Cn1cc(S(=O)(=O)Cc2ccc([N+](=O)[O-])cc2)c2ccccc21)N1CCOCC1	-8%	1%	u
CCOc1cc(CNCCc2ccccc2)ccc1OCC(=O)NC(C)(C)C	3%	21%	-20%
COc1ccccc1C(=O)Nc1nsc(-c2ccccc2)n1	u	-29%	5%
Cc1[nH]c(=O)nc2c1CCC2	7%	-30%	1%

Further results follow.
SMILES	AmpC inh no detg	TbPYK inhibitor	LmPK inhibitor	CHX counter	Pf growth 48h	Shiga inhibitor	Pf growth 96h
CCN(CC)C(=O)CN(c1ccc(F)c(Cl)c1)S(C)(=O)=O	13%	-6%	0%	-4	-2%	-14	21%
CCn1nnnc1NC(=O)c1cc(Cl)c(OC)c(Cl)c1	-11%	-4%	1%	-1	10%	14	u
CCOc1cc(C2C3=C(CC(C)(C)CC3=O)N(CCCOC)C3=C2C(=O)CC(C)(C)C3)ccc1OC	13%	-13%	9%	-2	u	x	u
Cc1cnc(C(=O)Nc2ccccc2F)cn1	0%	-27%	18µM*	43*	x	84*	149%[activator]
Fc1ccc(-n2nnc(-c3ccccc3)n2)cc1	-13%	2%	-2%	-3	7%	-7	23%
COc1ccc(N(CC(=O)NC(C)c2ccccc2)S(=O)(=O)c2c(C)noc2C)cc1 (stereo not given)	16%	2%&-2%	-10%	-9	1%	7	u
CCOC(=O)N1CCN(CC(O)COCc2ccccc2)CC1 (stereo not given)	-4%	-3%	1%	-2	45%[activator]	-20	51%[activator]
COc1ccccc1NC(=O)NCc1ccco1	-26%	u	0%	-3	10%	10	-4%
COc1ccc(C(C)=O)cc1CC(=O)NC1CCCCCC1	-11%	-5%	-7%	-3	-18%	-2	u
CC[n+]1c(/C=C(\C)OC)sc2ccccc21	-6%	-6%	-4%	1	34%	-3	-29%
CC1=C(C(=O)Nc2ccc(C)cc2)C(c2ccco2)NC(=O)N1 (stereo not given)	-2%	1%	5%	-2	-6%	1	u
Cc1ccc(CNC(=O)COC(=O)C2CCN(S(=O)(=O)c3cccs3)CC2)cc1	16%	1%	5%	9	19%	-11	-13%
CC1=C(C(=O)OCc2cc(C)on2)N2C(=O)[C@@H](NC(=O)OCc3cc(C)on3)[C@H]2SC1	-5%	-29%	x	x	-26%	x	22%
Cc1cc(C)c2oc(C(=O)Nc3ccc(S(=O)(=O)Nc4nccc(C)n4)cc3)cc(=O)c2c1	-3%	-9%&0%	-2%	6	-10%	2	u
COc1cc(/C=C2\SC(N)=NC2=O)cc(OC)c1	-18%	-10%	-6%	-1	-6%	2	u
FC(F)(F)c1cccc(Oc2nc(-c3ccccc3)nnc2C(F)(F)F)c1	-8%	-7%	-4%	7	14%	3	-9%
CS(=O)(=O)N(CC(=O)N1CCN(c2ccccc2F)CC1)C1CCCCC1	40%	3%	3%	6	14%	-2	0%
CCCCCO	-12%	-14%	x	x	36%[activator]	x	-13%
CN(C)C(Cc1ccccc1)C(=O)c1ccccc1 (stereo not given)	-23%	-2%	0%	33*	9%	65*	u
O=C(Cc1ccccc1[N+](=O)[O-])NCc1ccc2c(c1)OCO2	-5%	-1%	-23%	58*	114%[activator]	69*	93%[activator]
O=C(OCCCN=C1NS(=O)(=O)c2ccccc21)c1ccccc1	-10%	-7%	-10%	-2	-2%	-24	2%
CCN1CCN(C(=O)c2ccc(CN(c3ccccc3)S(=O)(=O)c3ccccc3)cc2)CC1	221%[activator]	0%	1%	-5	u	-20	9%
COC(=O)C1=C(C(=O)c2ccccc2)C(c2ccc(OC)c(OC)c2)Nc2nnnn21 (stereo not given)	-7%	0%	-5%	9	-14%	21	u
COC(=O)Cn1cnc2c1c(=O)n(C)c(=O)n2C	-19%	4%	0%	1	7%	21	0%
c1ccc2nc3[nH]cnc3nc2c1	-21%	3%	-6%	2	22%	36	x
Cc1nn(-c2ccccc2)c(Cl)c1C1C(C#N)=C(N)OC2=C1C(=O)CCC2 (stereo not given)	2%	-3%	-2%	-1	-14%	-9	1%
CCOC(=O)c1c(NC(=O)CCC(=O)N2CCOCC2)sc2c1CC(C)(C)OC2	38%	-6%	2%	3	1%	-8	u
COc1cc(NC(=O)CSc2nnc3c(C)cc4c(C)ccc(C)c4n23)c(C(=O)O)cc1OC	-6%	6%	-3%	-3	-9%	-7	17%
Cc1c(/C=N/NC(=O)c2cc(Br)ccc2O)c(=O)n(C)c(=O)n1C	-40%	0%	-3%	4	30%	6	23%
CC(=O)Nc1ccc(-c2csc(NC(=O)Cc3ccccc3F)n2)cc1	-39%	-1%	2%	14	27%	23	108%[activator]
O=C(/C(C=Nc1cccc(C(F)(F)F)c1)=C(/O)c1ccco1)C(F)(F)F	-22%	-6%	3%	93*	53%[activator]	126*	20%
CCOC(=O)Nc1ccc(S(=O)(=O)N2CCOCC2)cc1	-5%	-1%	5%	3	37%[activator]	-2	2%

Profiles as entered above. Values in the order: AmpC inh no detg, TbPYK inhibitor, LmPK inhibitor, CHX counter, Pf growth 48h, Shiga inhibitor, Pf growth 96h
Entry for Cc1cc(C)c2oc(C(=O)Nc3ccc(S(=O)(=O)Nc4nccc(C)n4)cc3)cc(=O)c2c1 = -3%, -9%&0%, -2%, 6, -10%, 2, u
Entry for CCOC(=O)c1c(NC(=O)CCC(=O)N2CCOCC2)sc2c1CC(C)(C)OC2 = 38%, -6%, 2%, 3, 1%, -8, u
Entry for CCn1nnnc1NC(=O)c1cc(Cl)c(OC)c(Cl)c1 = -11%, -4%, 1%, -1, 10%, 14, u
